Source: PubChem
KLF5 inhibitor: inhibitors of KLF5 expression | DLD-1 KLF5 promoter-luciferase reporter, luminescence | inhibition, % at 5 µM | 290,000 compounds, 0.23% hits;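 active = inhibition above a per-plate limit of that plate's mean compound inhibition plus 3 SD, cut at about 60% in these data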;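 also: 0% = DMSO wells and 100% = LY294002 at 200 µM; higher means less KLF5 promoter-driven luciferase light; inactives centre near -14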
IEC-6 tox: counter-screen for KLF5 inhibitors: cytotoxicity in IEC-6 cells. IEC-6 cytotoxicity, luminescence viability. inhibition, % at 5 µM. 290,000 compounds, 0.78% hits. AID 1825; in the data active = inhibition above about 22%;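 also: 0% = plate median of test compound wells and 100% = cytotoxic reference compound wells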
GSK3B inh: inhibitors of human GSK3beta kinase. P49841. GST-GSK3beta kinase, ADP-Glo luminescence, 60 min; active compounds read low. activity score (negative = inhibition), % at 10 µM. 300,000 compounds, 0.038% hits. AID 2097;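 active = more than half of replicate wells score below -50%, meaning over 50% inhibition versus plate controls; inconclusive = some replicates but at most half score below -50%; inactive = no replicate scores below -50%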;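 also: 0% = median DMSO wells and -100% = median GW8510 positive control wells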
Target sequence (P49841 whole entry, looked up): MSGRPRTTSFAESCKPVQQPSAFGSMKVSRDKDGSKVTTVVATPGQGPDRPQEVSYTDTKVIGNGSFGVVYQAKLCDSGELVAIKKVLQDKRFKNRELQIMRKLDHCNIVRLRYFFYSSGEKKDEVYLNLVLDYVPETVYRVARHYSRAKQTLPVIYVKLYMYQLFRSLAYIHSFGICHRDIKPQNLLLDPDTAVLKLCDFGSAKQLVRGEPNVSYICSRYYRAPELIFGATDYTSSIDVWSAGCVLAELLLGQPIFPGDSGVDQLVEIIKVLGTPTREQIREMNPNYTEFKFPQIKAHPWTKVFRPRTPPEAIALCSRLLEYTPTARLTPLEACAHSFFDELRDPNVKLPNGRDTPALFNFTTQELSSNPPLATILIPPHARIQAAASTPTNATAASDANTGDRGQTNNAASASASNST
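Assay system: GST-fused GSK3beta enzyme, cell-free / Medium: Tris pH 7.5 buffer with MgCl2, DTT, BSA, heparin / Also added: peptide substrate plus 25 µM ATP (final) / Compound: 10 µM single point / Timing: kinase reaction with compound 60 min at room temperature / Detection: ADP-Glo luminescence / Benchmarks: DMSO neutral wells and GW8510 at 20 µM as positive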
HSF1 activator: increases HSF-1 driven luciferase reporter signal. NIH3T3-HGL HSF-1 luciferase reporter, MG132, 8 h; 100% = twice DMSO control signal. AID 504408. activation, % at 9 µM. 300,000 compounds, 1.7% hits;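 active = mean replicate activation of at least 50% with a set share of replicates each reaching 50%; inconclusive = only one of those two conditions met; inactive = mean below 50% and too few replicates reaching it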;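 also: 0% = median of the neutral control wells and 100% = twice that signal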
AI-2 QS modul: Vibrio harveyi AI-2 quorum sensing modulation; Vibrio harveyi JMH597 AI-2 luminescence/OD600 ratio, 9 h; active compounds read low; strain lacks LuxN and CqsS sensors; 0 = neutral-control median; activity change, % at 7.5 µM; 300,000 compounds, 0.4% hits; in the data active = activity change below about -75%, passing the limit was not always enough; inconclusive = no clear call, values can overlap the other calls;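 also: luminescence divided by OD600 gain over 9 h not by final OD600 alone; inactives centre near 13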
aSyn UTR inh: 5' untranslated region of α-synuclein, MLPCN primary screen. 300,000 compounds, 0.82% hits. inhibition, % (tested at 7.5 µM). alpha-synuclein 5'UTR reporter, inhibitor activity. AID 1813; in the data active = inhibition above about 60%; inconclusive = no clear call, values can overlap the other calls;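 also: H4 neuroglioblastoma cells stably carrying SNCA 5'UTR luciferase fusion; 0% = DMSO wells and 100% = positive control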
PolyA inhibitor: inhibitors of polyadenylation in S. cerevisiae | S. cerevisiae SKY197-pL101 polyadenylation reporter, beta-gal luminescence; efflux-impaired pdr1/pdr3 knockout yeast; score 100 = 6 SD above DMSO | 300,000 compounds, 0.02% hits | calls only at 12 µM | AID 1875;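 active = lowest replicate activity score at least 50, where 100 means six control SD above control mean; inconclusive = lowest score under 50 but half or more replicates reach 50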;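 also: yeast exposed to compound for 9 h at 30 °C; higher score means more reporter readthrough which indicates perturbed polyadenylation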
HSF1 inhib: HSF1 inhibition. activity change, negative = inhibition, % at 7.5 µM (by protocol). 300,000 compounds, 0.77% hits. NIH3T3-HGL HSE-luciferase, MG132-induced, luminescence 8 h; active compounds read low. AID 2098;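 active = more than half of replicate wells show activity change below -50%, luminescence cut by over half; inconclusive = some wells, but at most half, below -50%; inactive = no replicate well below -50%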;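 also: luciferase reports HSF-1 transcriptional activity via heat shock element; 0% = median of DMSO wells and -100% = zero luminescence signal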
GSK3A inh: inhibitors of human GSK-3 alpha kinase | ADP-Glo luminescence, 60 min | 320,000 compounds, 0.1% hits | inhibition, % at 10 µM | P49840 | AID 2650;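 in the data active = inhibition above about 50%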;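 also: GST-tagged GSK-3 alpha with peptide substrate and 25 µM ATP; 0% = DMSO neutral wells and 100% = GW8510 positive control wells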
Target sequence (P49840 whole entry, looked up): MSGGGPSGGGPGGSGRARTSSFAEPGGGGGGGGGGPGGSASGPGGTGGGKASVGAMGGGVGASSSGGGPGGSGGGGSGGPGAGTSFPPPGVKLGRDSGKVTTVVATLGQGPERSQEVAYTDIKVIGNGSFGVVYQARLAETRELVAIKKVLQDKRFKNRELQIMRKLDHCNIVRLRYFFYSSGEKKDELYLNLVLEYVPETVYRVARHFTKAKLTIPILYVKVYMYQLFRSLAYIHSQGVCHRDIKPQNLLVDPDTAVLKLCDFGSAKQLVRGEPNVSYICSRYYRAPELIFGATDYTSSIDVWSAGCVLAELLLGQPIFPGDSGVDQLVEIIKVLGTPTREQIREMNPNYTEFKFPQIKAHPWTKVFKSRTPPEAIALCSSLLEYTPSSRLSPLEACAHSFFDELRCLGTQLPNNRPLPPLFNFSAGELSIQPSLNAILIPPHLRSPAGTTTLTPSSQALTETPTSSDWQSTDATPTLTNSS
HSP90 refold inh: blocks HSP90-mediated luciferase refolding in reticulocyte lysate | inhibition, % at 5.6 µM | Rabbit reticulocyte lysate, luciferase refolding luminescence, 3 h | AID 1789 | 290,000 compounds, 0.91% hits;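 active = inhibition above the screen-wide mean plus 3 SD, computed separately per campaign, cut at about 16% in these data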;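 also: 0% = DMSO wells and 100% = 60 µM geldanamycin wells; inhibitors lower the luminescence because luciferase stays unfolded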
Active calls of the source: *; i = inactive; ? = inconclusive; nt = not tested or not shown. This is a subset, so the mix of outcomes need not match the whole.

SMILES	KLF5 inhibitor	IEC-6 tox	GSK3B inh	HSF1 activator	AI-2 QS modul	aSyn UTR inh	PolyA inhibitor	HSF1 inhib	GSK3A inh	HSP90 refold inh
Cn1c(=O)c2c(ncn2CC(O)CNc2cccc(Cl)c2)n(C)c1=O (stereo unspecified)	11.0	13.4	-0.6	24.0	19.6	3.9	i	11.0	-1.3	3.0
COc1ccc(-c2cc(C)no2)cc1S(=O)(=O)N1CCN(c2ccccn2)CC1	-8.1	0.8	0.0	-2.5	18.8	15.6	i	1.2	-1.0	-6.0
Cc1cc(C)nc(Sc2ccc(C=O)cc2[N+](=O)[O-])n1	-14.6	-7.5	-0.5	25.6	-7.9	6.1	i	-5.0	-0.8	4.1
CCN(CC(=O)NCc1ccc(Cl)cc1)C(=O)c1cc2ccccc2o1	-0.1	2.5	0.9	12.5	16.2	4.6	nt	-4.8	-2.2	-3.7
CCOC(=O)c1c(NC(=O)COC(=O)c2cnc(C)cn2)sc(C(=O)N(C)C)c1C	nt	nt	2.0	-9.1	19.9	7.9	i	4.6	1.1	nt
Cc1cccn2c(=O)c(/C=C(\C#N)C(=O)NCc3ccco3)c(N3CCCCC3)nc12	23.4	-5.1	0.6	13.9	10.8	10.2	i	2.6	1.3	-4.8
COc1ccc(C(=O)NCCc2nnc(SCc3nc4ccccc4c(=O)[nH]3)n2C)cc1	-6.8	10.3	1.9	15.0	31.5	17.3	i	1.9	0.1	1.7
O=C(C1=C[C@@H](c2csc3ccccc23)C[C@@H](OCc2ccc(CO)cc2)O1)N1CCOCC1	-9.0	-9.0	2.9	-1.3	23.4	13.7	i	-1.3	1.5	5.9
O=C(CCNS(=O)(=O)c1c(Cl)cccc1Cl)OCC(=O)c1ccccc1F	-10.7	5.9	1.8	2.6	16.5	-3.8	i	-14.1	-1.5	-3.5
CCOC(=O)C1(C)C=C(Nc2ccc(OCC)cc2)C(=O)N1c1ccccc1 (stereo unspecified)	-16.6	0.8	1.7	nt	7.2	-10.3	i	nt	-0.6	-3.4
CN(C)CCn1c(COc2ccccc2)nc2ccccc21	nt	nt	3.3	-12.7	10.0	-0.9	i	-6.7	-1.3	nt
CCCn1c(SCC(=O)Nc2cc(S(=O)(=O)N3CCOCC3)ccc2OC)n[nH]c1=O	-4.8	8.6	0.7	-3.4	9.0	2.6	i	-5.7	2.5	6.0
Cc1nc(N(C)Cc2ccccc2)c2nnn(Cc3ccccc3)c2n1	-5.0	2.2	2.1	10.3	4.3	13.0	i	11.3	1.9	7.0
COC(=O)c1ccc(C2/C(=C(/O)c3ccc(OC)cc3)C(=O)C(=O)N2c2cc(C)on2)cc1 (stereo unspecified)	-46.8	5.7	0.6	-8.0	15.7	-8.7	i	4.3	-6.4	0.3
CCN(CC(=O)Nc1cc(Cl)ccc1OC)CC(=O)NC1CCS(=O)(=O)C1 (stereo unspecified)	-37.5	-7.0	2.0	-1.3	2.8	8.0	i	-5.1	-0.2	1.9
O=C(CCSc1nnnn1-c1ccccc1)N1CCOCC1	-20.4	5.6	3.0	-1.4	-9.1	-29.4	i	-1.1	0.4	3.0
Cc1cc(NC(=O)CSc2n[nH]c(=O)[nH]c2=O)ccc1Br	-26.7	-4.2	1.6	-0.1	8.0	-0.9	i	-3.5	0.6	-2.6
CCc1cc2c(=O)[nH]c(-c3ccccn3)nc2s1	-105.4	27.0*	3.8	215.1*	64.6	?	i	132.5	-1.1	3.5
CCNC(=S)N/N=C(\C)c1ccc(Cl)s1	-52.3	-3.5	1.0	27.7	16.9	-17.2	i	-1.2	0.6	4.2
O=C(O)c1cccc(Nc2nc(-c3cccnc3)nc3ccccc23)c1	-10.2	-1.7	-0.8	-16.0	25.1	-17.4	i	-12.2	43.6	-1.0
CCOC(=O)N1CCC(Nc2ncnc3c2cnn3-c2ccccc2)CC1	2.9	0.3	-1.5	0.9	5.3	-19.6	i	-1.0	1.8	-1.4
COc1cc(/C=C2/C(=N)N3N=C(C(C)C)SC3=NC2=O)ccc1OS(=O)(=O)c1ccccc1	6.9	-2.0	-1.4	13.5	40.8	-8.2	i	7.9	-1.8	1.6
COc1ccc(C2/C(=C(/O)c3ccc4c(c3)CC(C)O4)C(=O)C(=O)N2CCCn2ccnc2)cc1 (stereo unspecified)	-6.4	-6.8	-6.5	2.4	18.5	-5.9	i	-3.1	-1.1	-6.0
Cc1ccc(-c2csc(NC(=O)/C=C/c3cccs3)n2)cc1C	1.4	0.8	-1.5	-6.2	-2.3	-38.7	i	-3.1	-0.4	4.4
CCOc1ccc(C(=O)NCC(=O)OCC(=O)Nc2ccccc2OCC)cc1	-46.2	-2.1	2.8	-17.1	9.9	16.5	i	-6.6	5.3	-0.8
Cn1ccs/c1=N\S(=O)(=O)c1ccc(F)cc1	-9.5	-1.9	-10.3	-18.5	12.3	29.4	i	-2.1	-0.3	-1.2
Cn1c(C(=O)N2CCC(C(N)=O)CC2)cc2cc(Cl)ccc21	-6.4	2.5	1.3	-2.8	3.8	9.6	i	-8.2	0.3	-0.6
CC1(C)CC(=O)C(C(C2=C(O)CC(C)(C)CC2=O)c2ccc(Br)s2)C(=O)C1 (stereo unspecified)	-24.6	-4.3	0.2	123.8*	12.6	-16.5	i	102.2	0.8	-2.3
CCC(=O)Nc1nnc(C(C)(C)C)s1	-16.5	-0.2	1.2	-10.3	12.0	2.2	i	-1.1	-1.7	-5.5
CCn1nc(C)cc1-c1n[nH]c(=S)n1N	-11.4	1.0	2.6	9.2	27.9	0.1	i	-3.0	3.9	2.6
CC(C)OC(=O)CSc1nc2ncc(Cl)cc2[nH]1	34.0	5.1	3.9	-6.3	4.9	-16.7	i	1.7	1.5	0.2
CC(C)CNC(=O)NC(=O)COC(=O)C1CSC2(c3ccc(F)cc3)CCC(=O)N12 (stereo unspecified)	21.3	-6.3	2.2	-3.6	22.8	17.9	i	-2.7	0.2	-0.5
COc1ccc(NC(=S)N/N=C2/CCCc3c(C)cc(C)cc32)cc1	-10.4	3.9	-0.6	-0.2	22.8	-3.9	i	-7.0	0.0	0.9
CCCN(c1ccc(C(C)C)cc1)S(=O)(=O)c1c(C)[nH]c(=O)[nH]c1=O	-10.8	-5.8	0.7	18.4	-8.8	14.3	i	5.8	3.1	-2.8
COc1ccc(OC2CCN(S(=O)(=O)c3ccc(OC)cc3)CC2)cc1	-16.4	1.6	-2.4	9.1	26.8	-12.2	i	0.6	-0.8	0.2
CCOc1ccc(N2C(=O)CC(NNc3nc4ccccc4s3)C2=O)cc1 (stereo unspecified)	-38.1	1.4	-2.0	21.9	16.9	7.3	i	7.5	-5.6	1.8

Part of the list above in another layout:
Sequence of screens: KLF5 inhibitor	IEC-6 tox	GSK3B inh	HSF1 activator	AI-2 QS modul	aSyn UTR inh	PolyA inhibitor	HSF1 inhib	GSK3A inh	HSP90 refold inh
> CCNC(=S)N/N=C(\C)c1ccc(Cl)s1
→ -52.3	-3.5	1.0	27.7	16.9	-17.2	i	-1.2	0.6	4.2
> O=C(O)c1cccc(Nc2nc(-c3cccnc3)nc3ccccc23)c1
→ -10.2	-1.7	-0.8	-16.0	25.1	-17.4	i	-12.2	43.6	-1.0
> CCOC(=O)N1CCC(Nc2ncnc3c2cnn3-c2ccccc2)CC1
→ 2.9	0.3	-1.5	0.9	5.3	-19.6	i	-1.0	1.8	-1.4
> COc1cc(/C=C2/C(=N)N3N=C(C(C)C)SC3=NC2=O)ccc1OS(=O)(=O)c1ccccc1
→ 6.9	-2.0	-1.4	13.5	40.8	-8.2	i	7.9	-1.8	1.6

Going on with the list.
SMILES	KLF5 inhibitor	IEC-6 tox	GSK3B inh	HSF1 activator	AI-2 QS modul	aSyn UTR inh	PolyA inhibitor	HSF1 inhib	GSK3A inh	HSP90 refold inh
COc1ccc(NS(=O)(=O)c2ccc3ccccc3c2)c2ncccc12	33.7	60.2*	1.9	392.6*	23.4	56.2	i	311.3	-5.7	10.8
CCOc1ccccc1OCCOc1ccccc1CC	0.7	0.9	1.7	-0.1	-5.0	-8.7	i	-3.5	-2.3	-1.0
Cc1cccc(-c2nnc(SCC(=O)N3CCCC3)o2)c1	-72.0	-3.2	-2.8	32.8	29.5	-82.8	i	13.3	2.5	0.7
CCN1CCN(Cc2ccc(NC(=O)c3ccc(C)c(NC(=O)C[C@@H]4NC(=O)[C@H](Cc5ccccc5)NC4=O)c3)cc2C(F)(F)F)CC1	nt	nt	3.3	-40.4	7.7	3.5	i	-31.3	2.0	nt
CN=CC1=C(O)C(C(=O)OC)C(C)(C)CC1=O (stereo unspecified)	0.5	4.8	1.0	-13.5	17.0	10.0	i	-11.2	0.6	5.4
CCOc1cc(C)c(S(=O)(=O)Nc2ccc(Cl)cn2)cc1C	-14.5	-3.0	-5.3	5.7	22.0	7.2	i	-0.5	-1.4	-3.4
CC(=O)c1cc(C(=O)Nc2ccccc2C(=O)O)oc1C	-18.8	2.3	-0.8	-10.1	11.7	6.6	i	-8.4	1.8	-4.1
COc1ccc2nc(NNC(=O)C3COc4ccccc4O3)sc2c1 (stereo unspecified)	15.9	0.5	-2.1	-12.4	-85.4*	-39.9	i	-9.5	-3.9	-1.2
CC(NCc1ccccc1Cl)C(=O)Nc1ccc(S(=O)(=O)N2CCCC2)cc1 (stereo unspecified)	-12.1	4.3	2.6	-12.4	16.4	-2.1	i	-3.8	nt	-1.2
CCC(=O)NC(=S)Nc1cc(C(=O)O)ccc1OC	-6.8	8.6	-5.4	nt	33.0	21.6	i	nt	8.5	2.5
C=CCSc1nc(C)cc(C(=O)OCC)c1C#N	-24.7	-4.5	3.8	-3.3	2.8	-0.9	i	-0.8	-2.2	1.7
COc1ccccc1CN1C(=O)c2ccncc2C1=O	-25.4	-3.4	1.5	-14.1	20.7	1.7	i	0.7	nt	-1.0
CN(C)C=Nc1ccc(Cl)c(Cl)c1	-18.9	-1.1	-0.9	-7.0	16.5	2.3	i	0.9	-3.5	-1.4
CCOc1ccc(OCC(=O)Nc2ccc(OC)cc2)cc1	11.5	4.1	2.3	4.9	0.5	-6.3	i	3.9	3.1	4.2
CCCc1nnc(NC(=O)C(C)N2C(=O)C3C4C=CC(C4)C3C2=O)s1 (stereo unspecified)	-13.2	0.3	-10.9	-16.3	7.3	19.3	i	-4.9	0.7	-1.1
COc1ccc(CC(=O)NCc2cccc(CNC(=O)Cc3ccc(OC)c(OC)c3)c2)cc1OC	-8.9	-0.1	0.9	-10.2	7.9	8.5	i	-7.8	-0.8	-1.0
COc1ccc(N2CC(C(=O)Nc3ccc4c(c3)OCCO4)CC2=O)cc1 (stereo unspecified)	-24.6	1.3	-0.4	-15.8	14.5	-8.6	i	-25.6	-3.4	-2.7
